ABHD5-PLIN5 inh = inhibitors of human ABHD5-perilipin-5 interaction | inhibition, % at 4 µM | Split G. princeps luciferase complementation, luminescence, 4 h | Q00G26+Q8WTS1 | hit rate 0.78% among 360,000;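 active = inhibition above the mean inhibition across every tested compound plus 3 SD, cut at about 22% in these data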;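 note: 0% = DMSO only wells and the 100% control is not disclosed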
NR2F2 inh = NR2F2 (human) inhibition, primary screen; hit rate 0.7% among 370,000; inhibition, % at 8.6 µM; HEK293T NGFI-A luciferase reporter, luminescence; P24468;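 active = inhibition above a per-plate cutoff, mean inhibition of test wells between control levels plus 3 SD, cut at about 38% in these data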;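 note: cells cotransfected with COUP-TFII expression vector driving the NGFI-A reporter; 0% = median of COUP-TF2 test wells and 100% = reporter-only cells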
Target sequence (P24468 whole entry, looked up): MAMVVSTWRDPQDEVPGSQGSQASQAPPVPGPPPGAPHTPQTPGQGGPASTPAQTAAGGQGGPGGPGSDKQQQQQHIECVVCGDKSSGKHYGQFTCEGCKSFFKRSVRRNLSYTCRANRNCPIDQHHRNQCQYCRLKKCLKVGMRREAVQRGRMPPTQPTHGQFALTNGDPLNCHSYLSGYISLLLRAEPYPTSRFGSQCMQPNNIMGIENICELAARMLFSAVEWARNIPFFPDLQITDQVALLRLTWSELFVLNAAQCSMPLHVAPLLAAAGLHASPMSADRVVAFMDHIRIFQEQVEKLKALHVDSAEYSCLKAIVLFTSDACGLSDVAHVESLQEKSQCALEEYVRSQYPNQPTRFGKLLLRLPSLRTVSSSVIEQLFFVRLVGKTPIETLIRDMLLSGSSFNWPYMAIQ
TROY signal inh = TROY signaling inhibition; Q293 LMP1-TROYcd NF-kB luciferase reporter, 4 h; inhibition, % at 10 µM; hit rate 0.98% among 360,000; AID 1347056;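 active = compounds whose plate-normalised and pattern-corrected inhibition of the luciferase reporter signal at the single screening dose is 50% or more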
NR5A2 inv ag = suppresses constitutive activity of human LRH-1; hit rate 0.13% among 360,000; HEK293T StAR-luciferase reporter, LRH-1 transfected, 24 h; O00482; inhibition, % at 3.6 µM;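 active = inhibition above the mean inhibition of all tested compounds plus 3 SD, cut at about 73% in these data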;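 note: 0% = DMSO wells and 100% = reporter-only cells lacking LRH-1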
Target sequence (O00482 whole entry, looked up): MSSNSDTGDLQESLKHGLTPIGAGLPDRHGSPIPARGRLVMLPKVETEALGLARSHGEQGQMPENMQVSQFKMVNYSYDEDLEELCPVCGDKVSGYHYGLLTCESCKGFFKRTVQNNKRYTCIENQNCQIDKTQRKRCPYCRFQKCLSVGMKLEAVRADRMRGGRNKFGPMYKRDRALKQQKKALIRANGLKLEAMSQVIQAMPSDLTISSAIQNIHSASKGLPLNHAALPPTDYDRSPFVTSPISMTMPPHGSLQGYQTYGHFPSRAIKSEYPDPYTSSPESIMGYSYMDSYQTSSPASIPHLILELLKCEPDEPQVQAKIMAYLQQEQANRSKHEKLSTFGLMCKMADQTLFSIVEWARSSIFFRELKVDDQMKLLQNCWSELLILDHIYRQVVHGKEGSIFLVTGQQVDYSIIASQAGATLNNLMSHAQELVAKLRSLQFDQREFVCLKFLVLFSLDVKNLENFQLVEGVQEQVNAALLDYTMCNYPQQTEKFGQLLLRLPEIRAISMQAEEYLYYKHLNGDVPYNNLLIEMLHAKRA
TWEAK-Fn14 inh = blocks TWEAK-Fn14 interaction in a reporter cell assay; inhibition, % at 10 µM; hit rate 2% among 360,000; TWEAK-stimulated Fn14 reporter cells, luciferase luminescence, 8 h; in the data active = inhibition above about 50%
Exocytosis inh = blocks lytic granule exocytosis; TALL-104 LAMP-1 surface exposure, flow cytometry; cells stimulated with thapsigargin and PMA; inhibition, % at 10 µM; hit rate 0.66% among 360,000;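 active = inhibition above about 55%, limit read from the data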
TLR9-MyD88 inh = inhibitors of human TLR9-MyD88 binding; Q9NR96+Q99836; CHO BLA complementation TLR9-MyD88, CCF4 FRET ratio; inhibition, % at 4.98 µM; hit rate 0.21% among 340,000;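 active = inhibition above the mean over all tested compounds plus 3 SD, cut at about 21% in these data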;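 note: 0% = DMSO only wells and 100% = clavulanate BLA inhibitor control wells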
NOD2-RIPK2 inh = NOD2-RIPK2 protein interaction inhibition | CHO BLA complementation NOD2-RIPK2, CCF4 ratio | hit rate 0.38% among 360,000 | inhibition, % at 4.98 µM | AID 624267; in the data active = inhibition above about 21%;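 note: 0% = vehicle only and 100% = reference blocker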
SRC1 inh = inhibits human SRC1 coactivator; HEK293 GAL4-SRC1 luciferase reporter, luminescence; inhibition, % at 3.6 µM; hit rate 0.12% among 360,000; Q15788; AID 588354;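 active = inhibition above the campaign mean plus 3 SD, with each screening campaign given its own cutoff, cut at about 60% in these data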;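 note: 0% = DMSO treated cells and 100% = gossypol at 36 µM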
NCOA3 inh = inhibits human SRC3 coactivator; AID 588352; HEK293 GAL4-SRC3 luciferase reporter, luminescence; hit rate 0.17% among 360,000; Q9Y6Q9; inhibition, % at 3.6 µM;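 active = inhibition above a per-campaign cutoff, the mean of all compounds plus 3 SD, cut at about 60% in these data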;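 note: 0% = DMSO-treated cells and 100% = gossypol-treated cells at 36 µM; higher means less SRC3-driven luciferase light from the GAL4 reporter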
SRC2 inh = human SRC2 (NCOA2) inhibition. inhibition, % at 9 µM. HEK293 GAL4-SRC2 luciferase reporter, luminescence. hit rate 0.17% among 370,000;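 active = inhibition above the mean inhibition of all tested compounds plus 3 SD, set per campaign, cut at about 52% in these data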;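 note: 0% = DMSO treated cells and 100% = cells given Gossypol at 36 µM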
* hit, by the source's call; x = not tested or not shown. This is a subset; count on the stated rates, not on these rows.

No.	structure	SRC1 inh	NOD2-RIPK2 inh	Exocytosis inh	NCOA3 inh	TWEAK-Fn14 inh	TLR9-MyD88 inh
1	O=C(O)COc1ccc(-c2nc(-c3ccccc3)c(-c3ccccc3)[nH]2)cc1	6	-7	0	17	-7	4
2	O=C(NCC(c1cccnc1)N1CCN(c2ccc(F)cc2)CC1)c1ccco1 (stereo unspecified)	-22	-10	-2	-2	5	7
3	CCN(Cc1ccccc1)C(=O)c1cccc(S(=O)(=O)N2CCN(c3ccccc3)CC2)c1	-3	-7	-4	-4	8	4
4	COc1ccc(S(=O)(=O)N2CCN(C(=O)c3cccs3)CC2)cc1	2	-3	0	5	-2	-8
5	O=C(Cn1cnc2ccccc2c1=O)NC1CCCc2ccccc21 (stereo unspecified)	-19	-3	0	4	6	5
6	Cc1cc(NC(=O)CCC(=O)N(c2ccccc2)C(C(=O)NC2CCCCC2)c2cccs2)no1 (stereo unspecified)	-8	-7	2	0	12	-11
7	NC(=O)c1ccc(NC(=O)c2cccc3c2OCCCO3)cc1	-14	-6	-1	0	-13	x
8	CC(C)(C)NC(=S)NNC(=O)c1cccc(Br)c1	-73	-19	3	-31	-9	-6
9	C/C(=N/NC(=O)c1ccccn1)c1ccco1	-87	-10	18	-48	19	4
10	CCC(C)[C@H]1CNC(=O)C(=O)N1CCc1cccc2ccccc12 (stereo partly specified)	x	-1	-8	x	-7	x
11	Cc1ccccc1NC(=O)COC(=O)[C@@H]1CCCN1C(=O)c1cccs1	-3	1	0	-20	8	8
12	COc1ccc(-c2cc(NC=O)c3ncc(-c4cccc(C(=O)NCCN(C)C)c4)n3c2)c(OC)c1	11	15	8	-9	-33	x
13	COCCNC(=O)C1(C)CCCN(Cc2csc3ccccc23)C1 (stereo unspecified)	8	8	3	3	2	x
14	CCCNS(=O)(=O)c1ccc(OCC(=O)N2CCc3ccccc3C2)c(C)c1	0	8	16	8	11	3
15	O=c1sc2ccccc2n1CCCOc1ccccc1	-64	4	-1	-34	-15	1

No.	SRC2 inh	NR5A2 inv ag	TROY signal inh	NR2F2 inh	ABHD5-PLIN5 inh
1	-3	-10	-15	-6	-8
2	9	2	16	20	7
3	4	2	13	1	-2
4	-5	5	-12	-17	12
5	-9	-10	19	0	-7
6	-29	15	16	3	2
7	-14	-1	-9	12	-2
8	-18	-65	-60	-21	-4
9	-22	-141	-31	-57	1
10	2	12	-20	-3	4
11	-6	-2	2	9	10
12	-18	10	-11	-10	13
13	18	-7	-15	9	-1
14	4	12	21	5	-3
15	-66	-119	-39	-39	-3

The results go on:
No.	structure	SRC1 inh	NOD2-RIPK2 inh	Exocytosis inh	NCOA3 inh	TWEAK-Fn14 inh	TLR9-MyD88 inh
16	NC(=O)C1CCN(C(=O)COc2ccc(S(=O)(=O)NCc3ccccc3)cc2Cl)CC1	3	-4	20	14	16	-1
17	O=C(CSc1ccc(F)cc1)NNC(=O)c1ccccc1Br	8	0	2	-9	14	-14
18	O=C(Cc1ccc(Cl)cc1)Nc1ccc(C(=O)N2CCOCC2)cc1	-3	-1	4	-7	-2	-8
19	CCOC(=O)c1c(C)n(-c2ccccc2)c2ccc(OCCN(C)C)cc12	8	1	18	16	-7	4
20	CCCC1c2ccsc2CCN1C(=S)NC (stereo unspecified)	4	3	-1	1	-10	2
21	CC(C)(C)c1ccc(C(=O)N2CCC(C(=O)NC3CCCCCC3)CC2)cc1	-23	-11	-3	-17	0	-1
22	COc1ccc2cc(/C=N/NC(=O)c3ccc(CN(c4cccc(Cl)c4Cl)S(C)(=O)=O)cc3)c(Cl)nc2c1	15	-9	14	10	17	-10
23	Fc1cccc(CSc2ccc(-c3ccc4c(c3)OCO4)nn2)c1	-11	-6	2	-22	-27	-23
24	COc1ccc(C(=O)Nc2cc(C(F)(F)F)ccc2-n2cncn2)cc1	-21	-5	0	2	-7	0
25	CCC(CC)C1C(C#N)=C(N)Oc2n[nH]c(C)c21 (stereo unspecified)	-1	5	-2	23	4	-7
26	COCCN(C(=O)CNC(=O)c1ccco1)C(C(=O)NC1CCCCC1)c1cccnc1 (stereo unspecified)	-2	0	-7	-4	4	2
27	C=CCN1C(=O)/C(=c2\sc3nc(=O)c(Cc4ccccc4Cl)nn3c2=O)c2ccccc21	-3	-9	-4	14	-3	-6
28	CCc1cccc(NC(=O)CCCCCC2NC(=O)NC2C)c1 (stereo unspecified)	-30	-4	0	14	4	-4
29	CC1CCc2c(sc(NC(=O)CSc3ncn[nH]3)c2C#N)C1 (stereo unspecified)	44	-2	-4	53	72*	8
30	CSCC[C@H](NC(=O)[C@H](Cc1ccccc1)n1c(=O)[nH]c2ccccc2c1=O)C(=O)N[C@@H](Cc1ccccc1)C(=O)O	-13	-3	4	4	-3	5

No.	SRC2 inh	NR5A2 inv ag	TROY signal inh	NR2F2 inh	ABHD5-PLIN5 inh
16	-4	-19	-2	0	-2
17	7	-12	-2	0	-12
18	23	1	12	8	13
19	-20	-4	-3	9	-6
20	-25	-18	-6	-14	-8
21	-23	-31	-5	14	-4
22	-2	11	-16	13	3
23	-8	9	-34	-22	1
24	8	1	-6	-3	3
25	11	-8	17	-11	-3
26	-4	-1	14	6	5
27	-17	0	8	14	-13
28	-7	13	4	19	0
29	82*	47	45	86*	0
30	-8	19	-8	31	0

Compounds listed so far with an aryl methoxy group:
No.	structure	SRC1 inh	NOD2-RIPK2 inh	Exocytosis inh	NCOA3 inh	TWEAK-Fn14 inh	TLR9-MyD88 inh
4	COc1ccc(S(=O)(=O)N2CCN(C(=O)c3cccs3)CC2)cc1	2	-3	0	5	-2	-8
12	COc1ccc(-c2cc(NC=O)c3ncc(-c4cccc(C(=O)NCCN(C)C)c4)n3c2)c(OC)c1	11	15	8	-9	-33	x
22	COc1ccc2cc(/C=N/NC(=O)c3ccc(CN(c4cccc(Cl)c4Cl)S(C)(=O)=O)cc3)c(Cl)nc2c1	15	-9	14	10	17	-10
24	COc1ccc(C(=O)Nc2cc(C(F)(F)F)ccc2-n2cncn2)cc1	-21	-5	0	2	-7	0

No.	SRC2 inh	NR5A2 inv ag	TROY signal inh	NR2F2 inh	ABHD5-PLIN5 inh
4	-5	5	-12	-17	12
12	-18	10	-11	-10	13
22	-2	11	-16	13	3
24	8	1	-6	-3	3

The list goes on.
No.	structure	SRC1 inh	NOD2-RIPK2 inh	Exocytosis inh	NCOA3 inh	TWEAK-Fn14 inh	TLR9-MyD88 inh
31	Clc1ccc(-c2nnc3n2CCCS3)cc1	3	8	-1	8	-32	0
32	Cc1cc(OCC(=O)OCC(=O)N(C)c2c(N)n(Cc3ccccc3)c(=O)[nH]c2=O)ccc1Cl	-74	3	-6	-8	19	1
33	CC1CCCN(c2nc(N(C)c3ccccc3)nc(N)c2[N+](=O)[O-])C1 (stereo unspecified)	-3	-6	-5	-1	-29	8
34	COc1cc2[nH]c(=O)c(C(=O)NCCCN3CCCCC3)c(O)c2cc1OC	4	-10	6	-8	-34	6
35	CCNC(=S)N(CCCO)Cc1cc2cc3c(cc2[nH]c1=O)OCCO3	-5	15	0	-12	-3	-1
36	CCCCn1c(SCc2ncc(-c3ccccc3)o2)nc2cc(S(N)(=O)=O)ccc21	-5	-7	2	15	1	-1
37	O=C(COC(=O)Cc1c[nH]c2ccccc12)Nc1cccc2ccccc12	-6	5	-4	-8	14	0
38	Cn1c(/C(C#N)=C(\O)c2cccc(F)c2)nc2ccccc21	-27	-1	-10	-30	7	1
39	CC1(C(=O)NS(=O)(=O)c2ccc(Cl)cc2)CCN1C(=O)Cc1ccsc1 (stereo unspecified)	-13	-6	78*	-7	9	x
40	COc1ccc(CN2CC(C(=O)NCCN3CCN(c4ccccc4F)CC3)CC2=O)cc1 (stereo unspecified)	-16	-9	4	15	39	-2
41	Cc1nn(Cc2ccc(Cl)cc2)c2sc(C(=O)O)cc12	12	-10	-1	4	7	x
42	Cc1cnc(CNC(=O)c2ccc3sc([C@@H]4O[C@H](CO)[C@H](O)[C@H](O)[C@H]4O)nc3c2)cn1	4	1	-4	0	9	x
43	O=C(NO)c1ccccc1C(F)(F)F	-2	-4	-2	-26	-5	-2
44	CC(=O)Nc1ccc(S(=O)(=O)NCC2CCC(C(=O)NCCC3=CCCCC3)CC2)cc1 (stereo unspecified)	3	-6	2	-5	6	-4
45	O=C(Cn1cnc2ccccc2c1=O)NCCC(=O)Nc1ccc(F)cc1	1	0	5	1	-22	-8
46	COc1cccc(NC(=O)C2CC(=O)N(Cc3ccc(C)cc3)C2)c1 (stereo unspecified)	14	-12	1	11	8	-3
47	COCCN1CN(S(=O)(=O)c2ccc(Cl)cc2)c2nc3ccccc3nc21	-28	5	-2	2	-7	5
48	O=C(COC(=O)C1CCCCC1)Nc1cccc(Br)c1	-12	-15	4	-11	-8	0

No.	SRC2 inh	NR5A2 inv ag	TROY signal inh	NR2F2 inh	ABHD5-PLIN5 inh
31	-24	-3	19	13	2
32	-12	-18	-2	9	4
33	-38	12	-11	-20	-11
34	-60	-5	-4	-9	2
35	18	0	13	-4	-32
36	4	-6	17	47*	1
37	19	14	-3	2	4
38	-21	-2	-32	-13	-8
39	3	5	4	5	3
40	-25	2	x	9	-5
41	11	2	-12	3	-2
42	-8	1	-2	2	-5
43	-14	-2	20	-2	3
44	-4	-21	6	5	-4
45	17	-14	-12	-2	-3
46	5	8	-10	6	9
47	-25	12	5	3	8
48	1	-6	-18	-9	-3

One compound at a time (already shown). Order of screens: SRC1 inh, NOD2-RIPK2 inh, Exocytosis inh, NCOA3 inh, TWEAK-Fn14 inh, TLR9-MyD88 inh, SRC2 inh, NR5A2 inv ag, TROY signal inh, NR2F2 inh, ABHD5-PLIN5 inh
O=C(COC(=O)C1CCCCC1)Nc1cccc(Br)c1 reads -12, -15, 4, -11, -8, 0, 1, -6, -18, -9, -3
Cc1cc(OCC(=O)OCC(=O)N(C)c2c(N)n(Cc3ccccc3)c(=O)[nH]c2=O)ccc1Cl reads -74, 3, -6, -8, 19, 1, -12, -18, -2, 9, 4
C/C(=N/NC(=O)c1ccccn1)c1ccco1 reads -87, -10, 18, -48, 19, 4, -22, -141, -31, -57, 1

Assay outcomes as filed in PubChem.
